AmpC no deterg = qHTS Inhibitors of AmpC Beta-Lactamase (assay without detergent) | P00811 | AmpC nitrocefin hydrolysis, absorbance 480 nm, 0.0001% Triton | Potency, µM (top dose mostly 57.1 µM), inactives show at the highest dose activity change, negative = inhibition, usual class: inhibitors | actives 0.52% (n = 330,000) | AID 485341, 2010;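 further: potency means the concentration at half of the fitted maximal effect; plate controls were no compound for no effect and no enzyme for full effect; nearly all actives have a fitted effect of over 20% in size; some results filed as inactive show a strong effect at the top dose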
Target sequence (P00811 whole entry, looked up): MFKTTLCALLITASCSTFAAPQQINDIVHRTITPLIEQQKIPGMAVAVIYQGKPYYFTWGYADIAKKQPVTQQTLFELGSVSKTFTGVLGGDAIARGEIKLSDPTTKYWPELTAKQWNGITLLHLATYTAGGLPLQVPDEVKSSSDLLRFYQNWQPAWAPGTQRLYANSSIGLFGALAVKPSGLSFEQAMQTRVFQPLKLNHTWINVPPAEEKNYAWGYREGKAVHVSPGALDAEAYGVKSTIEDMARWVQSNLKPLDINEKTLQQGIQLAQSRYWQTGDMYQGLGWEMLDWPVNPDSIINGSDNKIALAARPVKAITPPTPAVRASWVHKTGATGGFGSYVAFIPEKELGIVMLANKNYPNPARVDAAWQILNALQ
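20 mM phosphate pH 7.0 + 0.01% (detergent screen) or 0.0001% Triton X-100; 5.3 nM AmpC reagent; cpd preinc 15 min RT; nitrocefin (800 uM stock) to start; A480 q20 s × 4 min; Activity was normalised to no-enzyme and no-compound control wells.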
HCV inh = qHTS Assay for Inhibitors of Hepatitis C Virus (HCV) | Potency, µM (top dose mostly 41.8 µM), for the others: at the top dose activity change, negative = inhibition, usual class: inhibitors | AID 651820, 2012 | Huh7.5.1 HCVcc-Cre infection, luciferase reporter, 44 h | actives 3.4% (n = 340,000); further: potency means the concentration at half of the fitted maximal effect
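Seed cells (1,000/well) for 4 h; treat with compound and infect with HCVcc-Cre, moi about 0.5. Incubate 44 h, then detect luciferase activity.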
AMA1-RON2 inh = qHTS for Inhibitors of AMA1-RON; Towards Development of Antimalarial Drug Lead: Primary Screen; Potency, µM (doses to about 58.2 µM), without a hit: at the highest dose activity change, negative = inhibition, actives largely listed as inhibitors; AID 720542, 2013; actives 0.2% (n = 360,000); AlphaScreen AMA1-biotinylated RON2 peptide binding; Plasmodium falciparum AMA1 (3D7) - RON2 peptide interaction;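 further: potency means the concentration at half of the fitted maximal effect; 0% = vehicle wells and -100% = peptide control; nearly all actives have a fitted effect of over 45% in size; some results filed as inactive show a strong effect at the top dose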
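AMA1 (3D7) with his tag at 25 nM final met compounds first, then biotinylated RON2 peptide at 25 nM; detection used donor plus acceptor beads, 10 µg/mL apiece, read by AlphaScreen after 30 min at room temperature.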
HCMV antiviral = qHTS Assay for inhibitors of the human cytomegalovirus (HCMV); HFF cells, HCMV-luciferase reporter, 72 h; active compounds read low; actives 4.5% (n = 410,000); AID 1259415, 2018; activity change, negative = inhibition, % at 57.5 µM; in the data active means activity change below about -60%; inconclusive means no clear call, values can overlap the other calls; inactive means above about -39%
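After 16 h attachment at 37C, HFF cells received test compound and HCMV-luciferase (1 PFU/cell); reporter luminescence read 72 h later, data normalized against buffer-only and known inhibitor Salinomycin.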
LmPK inh = qHTS Assay for Inhibitors of Leishmania Mexicana Pyruvate Kinase (LmPK); Q27686; AID 1721, 2009; purified LmPK, Kinase-Glo ATP luminescence, 1 h; Potency, µM (top dose mostly 57.5 µM), without a hit: at the top dose activity change, negative = inhibition, actives largely listed as inhibitors; actives 0.37% (n = 290,000); further: potency means the concentration at half of the fitted maximal effect
Target sequence (Q27686 whole entry, looked up): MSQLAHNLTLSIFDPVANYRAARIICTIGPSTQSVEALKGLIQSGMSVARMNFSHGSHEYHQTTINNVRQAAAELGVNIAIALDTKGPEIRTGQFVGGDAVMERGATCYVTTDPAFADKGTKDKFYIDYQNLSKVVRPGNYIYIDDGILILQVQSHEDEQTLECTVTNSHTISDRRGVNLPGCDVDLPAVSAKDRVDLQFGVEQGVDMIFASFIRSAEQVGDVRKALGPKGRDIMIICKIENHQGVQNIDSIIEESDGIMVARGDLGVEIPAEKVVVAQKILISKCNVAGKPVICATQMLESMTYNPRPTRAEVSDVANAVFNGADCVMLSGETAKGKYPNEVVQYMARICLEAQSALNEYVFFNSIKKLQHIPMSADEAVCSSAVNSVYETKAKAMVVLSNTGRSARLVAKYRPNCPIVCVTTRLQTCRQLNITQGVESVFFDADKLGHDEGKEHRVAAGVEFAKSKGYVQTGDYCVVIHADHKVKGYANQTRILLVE
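0.1 nM LmPK, 0.5 mM PEP, 0.1 mM ADP; 50 mM imidazole pH 7.2, 7 mM MgCl2, 50 mM KCl; 1 h RT. Kinase-Glo luminescence readout, normalized to no-enzyme (full inhibition) and uninhibited wells.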
AmpC inh detg = qHTS Inhibitors of AmpC Beta-Lactamase (assay with detergent) | AmpC hydrolysis of nitrocefin, absorbance 480 nm, 0.01% Triton | Potency, µM (doses to about 114 µM), inactives show at the highest dose activity change, negative = inhibition, usual class: inhibitors | actives 0.041% (n = 370,000);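 further: potency means the concentration at half of the fitted maximal effect; 0% = no-compound wells and -100% = no-enzyme wells; nearly all actives have a fitted effect of over 25% in size; some results filed as inactive show a strong effect at the top dose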
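20 mM phosphate pH 7.0 + 0.01% (detergent screen) or 0.0001% Triton X-100; 5.3 nM AmpC reagent; cpd preinc 15 min RT; nitrocefin (800 uM stock) to start; A480 q20 s × 4 min; Activity was normalised to no-enzyme and no-compound control wells.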
TbPYK inhibitor = qHTS of Trypanosoma Brucei Inhibitors; pyruvate kinase (Trypanosoma brucei), Q57TT1; TbPYK enzyme, Kinase-Glo Plus ATP luminescence, 45 min; Potency, µM (series often up to 76.8 µM), for inactives: at the top dose activity, negative = inhibition, actives largely listed as inhibitors; actives 0.12% (n = 410,000); AID 624173, 2012; further: potency means the concentration at half of the fitted maximal effect; nearly all actives have a fitted effect of over 50% in size
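ADP (130 uM final) triggers the TbPYK reaction after compound addition; incubation is 45 min at room temperature. Kinase-Glo Plus is then added and luminescence imaged. Normalized data are fitted to concentration-effect curves.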
Active calls of the source: *; ? = inconclusive; · = no result given; [ ] = another dose, or the depositor's remark. Unless noted, the call rests on the fitted dose curve; in most records, active means well fitted curve in the direction sought with a large enough effect; inconclusive means small, poorly fitted or top-dose-only effect, or another doubt; inactive means no such curve, though single readings can be large; an effect the other way counts as inactive or inconclusive. Unless noted, on the % scale 0 is the no-effect control and ±100 the full control effect. Outcome played no part in choosing rows; overall some 7.5% were active at least once.

Compound | HCV inh | TbPYK inhibitor | HCMV antiviral | AmpC no deterg | AMA1-RON2 inh | LmPK inh | AmpC inh detg
CC(=O)CSc1nc2ccc(Nc3nc(N4CCOCC4)nc(N4CCOCC4)n3)cc2s1 | 32µM* | -3% | -13 | 111%[activator] | 13% | 1% | -9%
CC(=O)NC(Cc1ccccc1C)C(=O)NC1CCN(C(=O)NCc2ccccc2)CC1 (stereo not drawn) | 2% | -3% | -18 | 14% | -10% | 2% | -11%
CCOC(=O)CCN | 11% | -1% | -6 | -25% | -2% | · | -7%
O=C(COc1ccc(C(=O)Nc2ccc(Cl)cc2)cc1)NCc1ccccc1 | ? | 1% | ? | -38% | 22% | 3% | -15%
CCCCN1C(=O)C(C2c3ccccc3C(=O)N2Cc2ccccc2)C(=O)NC1=S (stereo not drawn) | 19% | -4% | -20 | -29% | -6% | 0% | 1%
C=C[C@@H]1c2ccccc2N(S(=O)(=O)c2ccc(C)cc2)[C@H](c2ccc(OC(C)=O)cc2)C1(C#N)C#N | ? | 4% | ? | -32% | -5% | · | 7%
COc1cccc(Nc2nc(-c3cccnc3)cs2)c1 | ? | 1% | 224 | -39% | -3% | -1% | -2%
COc1cc(CNc2ccc3c(c2)CCC3)cc(OC)c1O | 21% | -4% | 44 | 1% | ? | -1% | -1%
COc1ccc(/C=N/NC(=O)c2ccc(O)cc2O)cc1CSc1ccccn1 | 1% | -13% | -35 | -21% | 6% | 11% | -12%
CCN(C(=O)COC(=O)[C@H](C)N=C1NS(=O)(=O)c2ccccc21)C1CCS(=O)(=O)C1 (stereo partly drawn) | -20% | -3% | 21 | -5% | -2% | · | -14%
CC1Cc2ccccc2N1C(=O)COC(=O)C1(c2ccccc2F)CCCC1 (stereo not drawn) | ? | -9% | -27 | -17% | 5% | 4% | 5%
COc1ccc(OC)c(NC(=O)Cn2cc(C(=O)c3cccs3)c3ccccc32)c1 | · | -4% | ? | · | · | · | 2%
CN1CCc2c(OCC(=O)N3N=C(c4cccs4)CC3c3ccc(F)cc3)cccc2C1=O (stereo not drawn) | 4% | 0% | -89* | 78%[activator] | -14% | 6% | -7%
Cc1ccc(-n2ncc3c(=O)n(CC(=O)N(C(C)C)C(C)C)cnc32)cc1 | -3% | -4% | -4 | -35% | -10% | 1% | -17%
CCOc1cc(N2CCOCC2)c(OCC)cc1NC(=O)c1cc(-c2ccco2)nc2ccccc12 | -27% | 6% | ? | 22% | -23% | 3% | -13%
CSc1ccc(C(=O)NC2CCSc3ccccc32)cc1 (stereo not drawn) | 2% | 2% | 3 | -34% | -8% | -1% | -1%
COc1ccc(NS(=O)(=O)c2ccc(OC)c(N(C)S(=O)(=O)c3ccc(Cl)cc3)c2)cc1 | ? | 1% | -90* | -28% | 0% | 3% | 4%
CCc1cc2c(=O)[nH]c(Cc3ccc(Cl)cc3)nc2s1 | 11% | -2% | 57 | -26% | 7% | 4% | ?
Cn1c(N)c(C(=O)COC(=O)c2nc(Cl)ccc2Cl)c(=O)n(C)c1=O | -12% | 0% | -34 | -7% | -17% | -4% | -6%
CCCC1CCC(c2nc(-c3cccnc3)no2)CC1 (stereo not drawn) | 18% | 0% | 30 | -4% | 25% | -2% | 4%
COc1ccccc1CN=Cc1[nH]c2ccc(Br)c(Cl)c2c1O | -1% | -3% | 56 | -55% | 10% | 12% | 0%
CCc1ccccc1N(CC(=O)NCc1ccc(OC)cc1)C(=O)CCC(=O)Nc1ccccn1 | 7% | -2% | 44 | -3% | -3% | 10% | -7%
Cn1c(=O)c(=O)n(C)c2cc(C(=O)NCc3ccccc3Cl)ccc21 | · | -9% | -18 | · | · | · | 0%
O=C(Nc1ccccc1)OCCN1CCN(Cc2ccccc2)CCC1=O | -8% | -7% | -11 | -1% | 0% | 2% | -2%
O=C(C[C@@H]1C/C=C\C[C@@H](Cc2ccc(F)cc2)C(=O)OC[C@H]2CCCN2C1=O)NCCO | 19% | -2% | ? | 204%[activator] | -3% | · | ·
COC1=CCC2([N+](=O)[O-])CN(CCO)CC1([N+](=O)[O-])C2 (stereo not drawn) | 20% | -6% | -25 | -11% | -7% | -2% | 6%
Cc1cccc(OCc2nnc(SCC(=O)N(C)C3CCCCC3)o2)c1 | 22% | -2% | -14 | 37% | 16% | · | ?
Cc1cc(NC(=O)c2cc(C3CC3)on2)no1 | 18% | -8% | 50 | -28% | -6% | -1% | 5%
CC(=O)O[C@]1(C(C)=O)CC[C@H]2[C@@H]3C=C(C)C4=CC(=O)CC[C@@H]4[C@H]3CC[C@@]21C | 11% | 1% | 40 | 124%[activator] | 5% | · | ?
O=C(O)/C=C/C(=O)N1CCN(c2ccccc2F)CC1 | 10% | -3% | -29 | -6% | -6% | -1% | ?
CC(C)n1c(/N=C/c2c[nH]c3ccccc23)nc2ccccc21 | 6% | -11% | -31 | 3% | -9% | 1% | -8%
COc1ccc(NC2=NCC(=O)N2c2ccccc2)c(OC)c1 | 4% | -3% | 11 | -15% | -16% | -8% | ?
CCCCOP(=O)(c1ccc(N(C)C)cc1)C(O)c1c(Cl)cccc1Cl (stereo not drawn) | 3% | -3% | -76* | 39% | -2% | -19% | 0%
O=C(Cn1c2[n+](c3ccc(C(F)(F)F)cc31)CCCCC2)Nc1ccccc1 | ? | -5% | -17 | 17% | -11% | -5% | -13%
O=C(COc1ccc2ccc(=O)oc2c1)N1CCc2ccccc21 | -19% | 2% | 17 | -18% | -5% | -1% | -5%
O=C(c1ccco1)N1N=C(c2cccs2)CC1c1cc([N+](=O)[O-])ccc1O (stereo not drawn) | 0% | -16% | 46 | -38% | 0% | -1% | 5%
Cc1ccc(NC(=O)CSc2nncs2)cc1Cl | 5% | -1% | 5 | -23% | 8% | · | 2%
Cc1cc(NC(=O)CSc2nnc(-c3ccc([N+](=O)[O-])cc3)o2)no1 | 9% | 9% | ? | -10% | 129%[activator] | 2% | 0%
COC(=O)c1ccccc1NC(=O)Cn1c(=O)n(CCCC(=O)NCc2ccccc2Cl)c(=O)c2ccccc21 | · | 1% | 21 | · | · | · | 7%
CC(=O)c1ccc(S(=O)(=O)Nc2cccc(S(=O)(=O)NC3=NCCC3)c2)cc1 | -4% | -11% | -15 | -17% | 1% | -1% | -11%
Clc1ccc(-c2nnn3c2nc(NC2CCCCC2)c2ccccc23)cc1 | · | 6% | 14 | · | · | · | 10%
CCN(CC(=O)Nc1c(F)cccc1F)C(=O)CCNS(=O)(=O)c1ccc(C)c(C)c1 | 13% | -2% | -9 | -13% | 39%[activator] | · | 3%
CC(C)CN(C(=O)COC(=O)c1cccc2ccccc12)c1c(N)n(Cc2ccccc2)c(=O)[nH]c1=O | ? | 3% | ? | -10% | -8% | · | -9%
Cc1cccc(OCC(=O)Nc2sc3c(c2C#N)CCC3)c1 | ? | 3% | 19 | ? | -8% | 7% | -4%
O=C(COc1cccc2ccccc12)N1CCN(c2ccccc2)CC1 | ? | 1% | 35 | 13% | -20% | 4% | -6%
Cc1nnc(NC(=O)C2CCCN(c3ncccn3)C2)s1 (stereo not drawn) | 7% | 3% | 19 | 0% | 0% | 1% | ?
CC(=O)c1ccc(NC(=O)CSc2nnc(Cn3c(=O)sc4ccccc43)n2C)cc1 | 9% | -8% | 34 | 2% | -1% | 4% | ?
O=C(O)C1C2CCC(O2)C1C(=O)NCc1ccncc1 (stereo not drawn) | ? | -1% | -24 | 5% | -2% | -5% | 9%
CCN1CCN(c2sc(S(C)(=O)=O)nc2S(=O)(=O)c2ccc(C)cc2)CC1 | ? | 3% | -91* | 13% | -6% | 5% | -1%
c1coc(CNC2C3CC4CC(C3)CC2C4)c1 (stereo not drawn) | 2% | 0% | -12 | -6% | -2% | 2% | ?

Structures shown so far that contain a thiophene ring, fused or not, in the order listed:
Compound | HCV inh | TbPYK inhibitor | HCMV antiviral | AmpC no deterg | AMA1-RON2 inh | LmPK inh | AmpC inh detg
COc1ccc(OC)c(NC(=O)Cn2cc(C(=O)c3cccs3)c3ccccc32)c1 | · | -4% | ? | · | · | · | 2%
CN1CCc2c(OCC(=O)N3N=C(c4cccs4)CC3c3ccc(F)cc3)cccc2C1=O (stereo not drawn) | 4% | 0% | -89* | 78%[activator] | -14% | 6% | -7%
CCc1cc2c(=O)[nH]c(Cc3ccc(Cl)cc3)nc2s1 | 11% | -2% | 57 | -26% | 7% | 4% | ?
O=C(c1ccco1)N1N=C(c2cccs2)CC1c1cc([N+](=O)[O-])ccc1O (stereo not drawn) | 0% | -16% | 46 | -38% | 0% | -1% | 5%
Cc1cccc(OCC(=O)Nc2sc3c(c2C#N)CCC3)c1 | ? | 3% | 19 | ? | -8% | 7% | -4%

Further compounds:
Compound | HCV inh | TbPYK inhibitor | HCMV antiviral | AmpC no deterg | AMA1-RON2 inh | LmPK inh | AmpC inh detg
COC(=O)CCCCC1SCC(NC(=O)c2ccccc2)C1=O (stereo not drawn) | 13% | 1% | 38 | -27% | 9% | 0% | -1%
CCCn1cnc2cc(NCc3ccccn3)ccc21 | -27% | -8% | -8 | -1% | 38%[activator] | 1% | ?
CC(C(=O)O)c1cccc(Oc2ccccc2)c1 (stereo not drawn) | 21% | -1% | -7 | · | 8% | · | ·
CCS(=O)(=O)Nc1cccc(C2=NN(S(=O)(=O)c3ccc(C)cc3)C(c3cccs3)C2)c1 (stereo not drawn) | -3% | -3% | -20 | -31% | -26% | 2% | ?
CC(N=C1NS(=O)(=O)c2ccccc21)C(=O)NCCCc1ccccc1 (stereo not drawn) | ? | -6% | -18 | -25% | 2% | -2% | 3%
Cc1c(Cl)cccc1NC(=O)C1Cc2ccccc2CN1C(=O)c1ccccc1 (stereo not drawn) | -8% | 5% | 43 | -57% | 11% | 1% | -7%
COc1cccc(Cn2c(CNS(=O)(=O)c3ccc(Cl)s3)nc3cccnc32)c1 | · | 1% | ? | · | · | · | 0%
O=C(NCc1ccc2c(c1)OCO2)NC1CCCCC1 | 19% | 4% | 34 | -3% | -1% | 0% | -3%
Cc1ccc(-n2c(SCC(=O)Nc3cccc(F)c3)nc3c(oc4ccccc43)c2=O)cc1C | · | -4% | -8 | · | · | · | 3%
CC(=O)c1c(C)oc2ccc(NS(=O)(=O)c3ccc(C(C)C)cc3)cc12 | · | 1% | -21 | · | · | · | 5%
CC(C)Nc1ccc(Cl)cc1[N+](=O)[O-] | · | · | · | -19% | · | 0% | -7%

Screening data deposited in PubChem by National Center for Advancing Translational Sciences (NCATS).
